Screening results from PubChem BioAssay.
KLF5 inh – kruppel-like factor 5 inhibition; DLD-1 KLF5 promoter-luciferase reporter, luminescence; AID 1700; inhibition, % at 5 µM; actives 0.23% (n = 290,000);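 active = inhibition above a per-plate limit of that plate's mean compound inhibition plus 3 SD, cut at about 60% in these data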;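 also: 0% = DMSO wells and 100% = LY294002 at 200 µM; higher means less KLF5 promoter-driven luciferase light; inactives centre near -14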
PolyA inh – blocks polyadenylation in yeast reporter cells; S. cerevisiae SKY197-pL101 polyadenylation reporter, beta-gal luminescence; efflux-impaired pdr1/pdr3 knockout yeast; score 100 = 6 SD above DMSO; calls only at 12 µM; actives 0.02% (n = 300,000);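 active = lowest replicate activity score at least 50, where 100 means six control SD above control mean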;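 also: yeast exposed to compound for 9 h at 30 °C; higher score means more reporter readthrough which indicates perturbed polyadenylation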
AI-2 QS modul – modulators of Vibrio harveyi AI-2 quorum sensing system | Vibrio harveyi JMH597 AI-2 luminescence/OD600 ratio, 9 h; stronger effect = lower value; strain lacks LuxN and CqsS sensors; 0 = neutral-control median | activity change, % at 7.5 µM | actives 0.4% (n = 300,000); in the data active = activity change below about -75%, passing the limit was not always enough;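 also: luminescence divided by OD600 gain over 9 h not by final OD600 alone; inactives centre near 13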
GSK3B inh – inhibitors of human GSK3beta kinase | GST-GSK3beta kinase, ADP-Glo luminescence, 60 min; stronger effect = lower value | actives 0.038% (n = 300,000) | activity score (negative = inhibition), % at 10 µM | P49841 | AID 2097;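 active = more than half of replicate wells score below -50%, meaning over 50% inhibition versus plate controls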;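 also: 0% = median DMSO wells and -100% = median GW8510 positive control wells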
Target sequence (P49841 whole entry, looked up): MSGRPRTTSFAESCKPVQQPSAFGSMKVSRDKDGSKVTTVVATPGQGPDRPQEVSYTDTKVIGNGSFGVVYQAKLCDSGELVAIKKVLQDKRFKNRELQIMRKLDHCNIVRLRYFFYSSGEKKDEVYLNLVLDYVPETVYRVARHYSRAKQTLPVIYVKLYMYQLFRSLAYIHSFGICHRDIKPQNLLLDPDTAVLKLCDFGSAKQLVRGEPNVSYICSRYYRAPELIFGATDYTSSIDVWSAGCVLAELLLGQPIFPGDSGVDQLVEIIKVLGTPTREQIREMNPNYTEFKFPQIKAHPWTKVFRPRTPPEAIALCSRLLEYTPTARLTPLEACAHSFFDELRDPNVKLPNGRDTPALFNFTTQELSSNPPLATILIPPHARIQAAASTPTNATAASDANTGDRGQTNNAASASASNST
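Test system: GST-fused GSK3beta enzyme, cell-free | Quantity: 1.6 ng GST-GSK3beta enzyme per well | Reagent: 25 µM ATP with peptide substrate | Schedule: 60 min enzyme reaction, room temperature | Signal: Luminescent ADP-Glo measurement of ADP formed | Read-out basis: Score relative to plate controls | Control set: DMSO and 20 µM GW8510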
HSP90 inh – inhibitors of HSP90 luciferase refolding in rabbit reticulocyte lysate; luciferase refolding luminescence, 3 h; inhibition, % at 5.6 µM; actives 0.91% (n = 290,000);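 active = inhibition above the screen-wide mean plus 3 SD, computed separately per campaign, cut at about 16% in these data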;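 also: 0% = DMSO wells and 100% = 60 µM geldanamycin wells; inhibitors lower the luminescence because luciferase stays unfolded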
aSyn 5UTR inh – MLPCN primary screen, SNCA 5' untranslated region; alpha-synuclein 5'UTR reporter, inhibitor activity; inhibition, % (tested at 7.5 µM); actives 0.82% (n = 300,000); AID 1813; in the data active = inhibition above about 60%;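 also: H4 neuroglioblastoma cells stably carrying SNCA 5'UTR luciferase fusion; 0% = DMSO wells and 100% = positive control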
GSK3 alpha inh – inhibitors of human GSK-3 alpha kinase. AID 2650. inhibition, % at 10 µM. P49840. ADP-Glo luminescence, 60 min. actives 0.1% (n = 320,000);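 in the data active = inhibition above about 50%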;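 also: GST-tagged GSK-3 alpha with peptide substrate and 25 µM ATP; 0% = DMSO neutral wells and 100% = GW8510 positive control wells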
Target sequence (P49840 whole entry, looked up): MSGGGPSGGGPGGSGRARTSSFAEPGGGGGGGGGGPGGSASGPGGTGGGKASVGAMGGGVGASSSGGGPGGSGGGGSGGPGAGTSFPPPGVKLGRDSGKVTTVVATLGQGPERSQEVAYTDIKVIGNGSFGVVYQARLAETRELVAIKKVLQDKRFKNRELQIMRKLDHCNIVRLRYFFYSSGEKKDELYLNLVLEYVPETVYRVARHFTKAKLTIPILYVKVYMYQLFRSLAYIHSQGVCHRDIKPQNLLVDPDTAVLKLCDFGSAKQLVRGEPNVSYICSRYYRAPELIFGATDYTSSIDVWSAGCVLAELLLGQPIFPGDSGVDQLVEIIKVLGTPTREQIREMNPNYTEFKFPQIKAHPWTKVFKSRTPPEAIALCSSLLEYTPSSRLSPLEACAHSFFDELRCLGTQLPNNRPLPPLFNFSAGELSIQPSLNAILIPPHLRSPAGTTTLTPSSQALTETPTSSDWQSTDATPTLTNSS
IEC-6 cytotox – kills IEC-6 intestinal cells in KLF5 counter-screen; IEC-6 cytotoxicity, luminescence viability; inhibition, % at 5 µM; actives 0.78% (n = 290,000); AID 1825; in the data active = inhibition above about 22%;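 also: 0% = plate median of test compound wells and 100% = cytotoxic reference compound wells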
HSF1 inhib – HSF1 inhibition. NIH3T3-HGL HSE-luciferase, MG132-induced, luminescence 8 h; stronger effect = lower value. activity change, negative = inhibition, % at 7.5 µM (by protocol). actives 0.77% (n = 300,000). AID 2098;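 active = more than half of replicate wells show activity change below -50%, luminescence cut by over half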;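 also: luciferase reports HSF-1 transcriptional activity via heat shock element; 0% = median of DMSO wells and -100% = zero luminescence signal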
HSF1 activator – increases HSF-1 driven luciferase reporter signal; NIH3T3-HGL HSF-1 luciferase reporter, MG132, 8 h; 100% = twice DMSO control signal; actives 1.7% (n = 300,000); activation, % at 9 µM; AID 504408;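 active = mean replicate activation of at least 50% with a set share of replicates each reaching 50%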;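 also: 0% = median of the neutral control wells and 100% = twice that signal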
Starred values were filed as active, the others as inactive; i = inactive; nt = no result given.

SMILES,PolyA inh,AI-2 QS modul,KLF5 inh,HSF1 inhib,HSP90 inh,IEC-6 cytotox,aSyn 5UTR inh,HSF1 activator,GSK3B inh,GSK3 alpha inh
COc1cc2cc(CN(Cc3cccs3)C(=S)Nc3ccccc3)c(=O)[nH]c2cc1OC,i,10,8,12,2,0,14,28,0,0
CN(C)/C=C1\NC(=S)N(c2ccccc2)C1=O,i,7,-3,-3,2,-2,-13,-6,2,-1
COc1ccccc1CC(=O)NCc1nn(-c2ccccc2)nc1C,i,10,4,-3,3,2,-9,16,2,3
O=C(CCCN1C(=O)C(c2ccccc2)Oc2cccnc21)NCc1ccc(F)cc1 (centres undefined),i,7,-12,5,-2,0,-3,-5,-3,0
COC(=O)C1CCN(C2=C(NS(=O)(=O)c3ccc(Cl)cc3)C(=O)c3ccccc3C2=O)CC1,i,0,-17,10,0,-2,3,-4,1,2
CC12CCC(C(=O)NNc3ccc([N+](=O)[O-])cc3)(CC1=O)C2(C)C (centres undefined),i,31,-15,-4,-2,-2,12,14,-2,nt
OCCC1CN(Cc2cccn2-c2cccnc2)CCN1Cc1ccccc1 (centres undefined),i,19,-29,-4,4,-1,5,-7,-3,2
Cc1ccc(NC(=O)CN2C(=O)S/C(=C\c3cc(C)n(-c4ccc(C(=O)O)cc4)c3C)C2=O)cc1,i,91,9,14,2,4,9,2,0,2
O=C1NN=C(c2ccc(Br)cc2)CC1c1ccc(Cl)cc1 (centres undefined),nt,-84*,-9,16,5,12,23,27,-1,0
COc1cccc(C(=O)N(C)CC2CCN(CCc3cccc(C(F)(F)F)c3)CC2)c1,i,14,-26,-37,-1,4,14,-49,1,0
CC1CCN(C(=O)C2CCN(C(=O)c3cc4sccc4n3Cc3ccc(F)cc3)CC2)CC1,i,-5,-4,1,1,2,5,-7,1,7
COc1ccc2c(C)c(C(=O)NCC(C)O)oc2c1OC (centres undefined),i,13,-17,0,9,7,-7,15,2,0

The list continues.
SMILES,PolyA inh,AI-2 QS modul,KLF5 inh,HSF1 inhib,HSP90 inh,IEC-6 cytotox,aSyn 5UTR inh,HSF1 activator,GSK3B inh,GSK3 alpha inh
CON(C)S(=O)(=O)c1ccc2c(c1)N(Cc1ccc(C)cc1)C(=O)C1CCCN21 (centres undefined),i,35,1,-3,1,-1,21,-12,1,-3
CC(=O)N1CCN(c2c(F)c(F)c(C(F)(F)F)c(F)c2F)CC1,i,5,3,-7,4,-3,18,-6,-1,nt
COc1cc(OC)c(OC)cc1CN1CCN(Cc2ccco2)CC1,i,11,-45,-8,2,-4,4,-2,-3,-2
CCCS(=O)(=O)N1CCC(CCOc2ccccc2)(C(=O)OCC)CC1,i,18,1,-8,2,6,16,-18,3,0
C=CCn1c(CC(=O)Nc2cccc(OC)c2)nnc1SCC(=O)NC1CCCCC1,i,40,-20,0,-1,-4,13,5,0,0
CCOC(=O)CSc1nc2cc(C)ccc2cc1C#N,i,30,-5,16,-1,1,-150,49,-2,-1
Cc1nccn1CC(=O)O,i,-1,nt,0,nt,nt,12,13,-3,7
Cc1ccc(C2=C(c3ccc([N+](=O)[O-])cc3)C(=O)OC2)cc1C,i,-6,-10,2,10,3,19,-2,-1,-1
Cc1ccc(S(=O)(=O)NC(N)=NCCc2ccc(Cl)cc2)cc1,i,10,-35,-3,8,9,3,3,2,-1
CCc1ccccc1NC(=O)CNC(=O)c1ccc(-n2cncn2)c([N+](=O)[O-])c1,i,27,nt,1,nt,nt,-11,-18,-2,-1
Cc1cc(=O)oc(C)c1C(=O)Nc1ccc(Cl)cn1,i,20,-26,5,-4,-3,-6,-16,1,-1
O=c1c2ccccc2c2ccccc2c(=O)n1-c1ccccc1,i,9,-13,12,1,-2,-11,30,-4,-1

Following part
SMILES,PolyA inh,AI-2 QS modul,KLF5 inh,HSF1 inhib,HSP90 inh,IEC-6 cytotox,aSyn 5UTR inh,HSF1 activator,GSK3B inh,GSK3 alpha inh
NC(=S)NNC(=O)C12CC3CC(CC(C3)C1)C2,i,28,12,-10,-1,-1,-14,-1,3,-2
CCCCOCCCNC(=O)C1c2ccccc2Oc2ccccc21,i,-4,2,13,0,2,11,13,-1,-2
O=C(N/N=C/c1cc(Br)c(O)c(Br)c1)c1cccnc1,i,44,-31,-4,-6,-2,0,-4,-1,0
COc1ccccc1OCC(=O)N/N=C/c1cccc2cccnc12,i,37,2,0,-1,8,21,1,-4,0
CC(=O)C(/C=N/c1cc(-c2ccc(C)cc2)nn1-c1ccccc1)=C(\C)O,i,32,-126,14,1,-3,-198,42,4,0
COc1cc(C(=O)NC(C)Cc2cccs2)cc(OC)c1OC (centres undefined),i,12,-17,6,-1,3,3,3,-2,-1
O=C(Nc1nc(-c2ccccn2)cs1)c1ccc(Cl)s1,i,-197*,10,228,-5,45*,68*,223*,0,-2
O=C(Nc1ccc([N+](=O)[O-])cc1)C(=O)Nc1cccc(C(=O)O)c1,i,41,81*,-71*,78*,10,102*,-77,-1,-4
Cc1ccc(C)c(SCC(=O)OCC(=O)c2ccco2)c1,i,14,-22,3,2,-7,8,-3,6,0
Cc1ccc(NC(=S)NNC(=O)Nc2ccccc2)cc1,i,10,-84,-8,0,-4,-132,-7,-2,-1
CCc1cc(C(=O)Cc2nc3ccccc3[nH]2)c(O)cc1O,i,8,-36,7,0,-2,-183,-2,4,-4
O=C(CCNC(=O)c1ccccc1Cl)NCCc1ccc(C(F)(F)F)cc1,i,19,-1,8,-2,-2,11,18,-1,-1

17 of the compounds above, with two lines to a compound.
Each structure is followed by: PolyA inh, AI-2 QS modul, KLF5 inh, HSF1 inhib, HSP90 inh, IEC-6 cytotox, aSyn 5UTR inh, HSF1 activator, GSK3B inh, GSK3 alpha inh
- C=CCn1c(CC(=O)Nc2cccc(OC)c2)nnc1SCC(=O)NC1CCCCC1
→ i, 40, -20, 0, -1, -4, 13, 5, 0, 0
- CCOC(=O)CSc1nc2cc(C)ccc2cc1C#N
→ i, 30, -5, 16, -1, 1, -150, 49, -2, -1
- Cc1nccn1CC(=O)O
→ i, -1, nt, 0, nt, nt, 12, 13, -3, 7
- Cc1ccc(C2=C(c3ccc([N+](=O)[O-])cc3)C(=O)OC2)cc1C
→ i, -6, -10, 2, 10, 3, 19, -2, -1, -1
- Cc1ccc(S(=O)(=O)NC(N)=NCCc2ccc(Cl)cc2)cc1
→ i, 10, -35, -3, 8, 9, 3, 3, 2, -1
- CCc1ccccc1NC(=O)CNC(=O)c1ccc(-n2cncn2)c([N+](=O)[O-])c1
→ i, 27, nt, 1, nt, nt, -11, -18, -2, -1
- Cc1cc(=O)oc(C)c1C(=O)Nc1ccc(Cl)cn1
→ i, 20, -26, 5, -4, -3, -6, -16, 1, -1
- O=c1c2ccccc2c2ccccc2c(=O)n1-c1ccccc1
→ i, 9, -13, 12, 1, -2, -11, 30, -4, -1
- NC(=S)NNC(=O)C12CC3CC(CC(C3)C1)C2
→ i, 28, 12, -10, -1, -1, -14, -1, 3, -2
- CCCCOCCCNC(=O)C1c2ccccc2Oc2ccccc21
→ i, -4, 2, 13, 0, 2, 11, 13, -1, -2
- O=C(N/N=C/c1cc(Br)c(O)c(Br)c1)c1cccnc1
→ i, 44, -31, -4, -6, -2, 0, -4, -1, 0
- COc1ccccc1OCC(=O)N/N=C/c1cccc2cccnc12
→ i, 37, 2, 0, -1, 8, 21, 1, -4, 0
- CC(=O)C(/C=N/c1cc(-c2ccc(C)cc2)nn1-c1ccccc1)=C(\C)O
→ i, 32, -126, 14, 1, -3, -198, 42, 4, 0
- COc1cc(C(=O)NC(C)Cc2cccs2)cc(OC)c1OC (centres undefined)
→ i, 12, -17, 6, -1, 3, 3, 3, -2, -1
- O=C(Nc1nc(-c2ccccn2)cs1)c1ccc(Cl)s1
→ i, -197*, 10, 228, -5, 45*, 68*, 223*, 0, -2
- O=C(Nc1ccc([N+](=O)[O-])cc1)C(=O)Nc1cccc(C(=O)O)c1
→ i, 41, 81*, -71*, 78*, 10, 102*, -77, -1, -4
- Cc1ccc(C)c(SCC(=O)OCC(=O)c2ccco2)c1
→ i, 14, -22, 3, 2, -7, 8, -3, 6, 0

(listing goes on)
SMILES,PolyA inh,AI-2 QS modul,KLF5 inh,HSF1 inhib,HSP90 inh,IEC-6 cytotox,aSyn 5UTR inh,HSF1 activator,GSK3B inh,GSK3 alpha inh
COc1ccc(Nc2ccccc2C(=O)O)cc1,i,71,-34,-1,0,1,-2,6,6,-3
CC(=O)[C@@]1(O)CC[C@H]2[C@@H]3CCC4=CC(=O)CC[C@]4(C)[C@H]3CC[C@@]21C,i,20,3,-6,1,-2,9,2,3,-4
Cc1ccc2c(c1)c1nc3ccccc3nc1n2C,i,5,-23,-2,2,11,-90,-5,0,0
O=C(Nc1ccc2ncccc2c1)c1ccccc1,i,nt,0,0,4,-1,8,4,nt,-1
O=C(CCC1CCCN(C(=O)c2ccoc2)C1)NCc1ccc(F)c(F)c1 (centres undefined),i,-5,-4,0,1,-4,13,-9,4,0
CCC(=O)Nc1ccccc1C(=O)OCc1ccc(C(=O)c2ccccc2)cc1,i,-1,-26,14,2,-2,0,23,3,-2
COC(=O)c1cn(CCOc2ccccc2F)c2ccccc12,i,9,-11,21,-2,-6,-57,31,1,-1
CCOc1ccc(C2C(C(N)=O)=C(C)Nc3ncnn32)cc1OC (centres undefined),i,13,-24,2,2,2,12,23,-3,0
Oc1ccc(N2CCN(C(c3ccncc3)c3nnnn3C3CCCC3)CC2)cc1 (centres undefined),i,-5,-14,-3,-2,2,18,-5,2,7
CCn1nnnc1NCc1ccc(OCc2ccc(F)cc2Cl)c(OC)c1,i,13,-1,9,2,-3,16,12,0,-1
CCC1CC(C)(C(=O)Nc2ccc(S(N)(=O)=O)cc2)OC1=O (centres undefined),i,26,-14,1,-1,-8,2,5,4,2
CCC(c1nnnn1C1CCCCC1)N1CCN(C2CCCC2)CC1 (centres undefined),i,12,-19,2,2,0,-18,10,-1,0

Later entries.
SMILES,PolyA inh,AI-2 QS modul,KLF5 inh,HSF1 inhib,HSP90 inh,IEC-6 cytotox,aSyn 5UTR inh,HSF1 activator,GSK3B inh,GSK3 alpha inh
O=C(CSc1nc2ccccc2s1)N1c2ccccc2Sc2ccc(Cl)cc21,i,9,-1,22,4,7,-10,19,1,-1
CC(=O)Nc1ccc(C(=O)N/N=C/c2ccc(F)cc2)cc1,i,17,-3,0,5,0,-9,1,3,-1
COc1ccc(C2C(C(C)=O)=C(O)C(=O)N2CCCn2ccnc2)cc1 (centres undefined),i,3,-5,-9,0,2,-3,-7,0,-1
OCCN1CN=C(Nc2nc3ccccc3s2)NC1,i,26,-4,1,-2,4,-1,26,3,1
COc1cc(C2(O)CCCCC2C)cc(OC)c1OC (centres undefined),i,12,3,-4,4,3,20,1,0,1
CCOc1ccc(C(=O)NN2C(=S)NC(C)(C)C=C2C)cc1,i,24,-25,0,-1,6,-44,8,-1,-1

Not all compounds are listed; the hit share may differ from the screen's.
